High-throughput results from PubChem.
NSD2 HMT inh = inhibitors of human histone methyltransferase NSD2; inhibition, % at 12.5 µM; O96028; 0.54% of 310,000 active; NSD2 peptide methylation, AlphaScreen, 120 min; in the data active = inhibition above about 50%
The depositor's hits bear a star.

SMILES	NSD2 HMT inh
Cc1cc(C)cc(OCC2CNC(=O)O2)c1 (stereo not drawn)	0.8

This is a subset; count on the stated rates, not on these rows.
